# High-throughput results from PubChem.
# Cav32 inh: human Cav3.2 channel inhibition, primary screen. Cav3.2-expressing cells, Fluo-4 calcium fluorescence FDSS; hits give low values. B-score at 10 µM. 100,000 tested, 4% active. O95180;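 active = single-dose well whose peak fluorescence ratio is a statistical outlier from its plate by either plate-standardised score or position-corrected B-score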
# * hit, by the source's call. These rows are one share of the data; count on the stated rates, not on these rows.
SMILES,Cav32 inh
CC(C)Cc1cc(C(=O)Nc2sc3c(c2C#N)CCCC3)no1,-0.7
COc1ccc(OC)c(Nc2ncnc3c2cnn3-c2ccccc2)c1,-1.3
CN(C)CCNC(=O)c1cc2ccccc2oc1=O,0.096
Cc1cc(Nc2ccc(F)c(Cl)c2)n2ncnc2n1,0.22
Nc1nc(Cl)nc2c1ncn2[C@@H]1O[C@H](CO)[C@@H](O)[C@H]1O,0.016
COc1ccc(-c2nc(-c3cccc(C)c3)nc(Cl)c2C#N)cc1,0.24
CCN(CCNC(=O)CN1CCN(Cc2ccc(Cl)cc2)C1=O)c1ccccc1,-4*
CCCCC(=O)NC(=S)NNC(=O)CC,0.0026
COc1ccccc1C(=O)Nc1nc2cc3c(cc2s1)OCCO3,-0.72
COc1cc(/C=N/N=C(/N)c2nonc2N)cc(Br)c1OCc1cccc(C)c1,-2.4
COc1ccc2nc(NC(=O)C3CCCN(S(=O)(=O)c4c(C)noc4C)C3)sc2c1 (stereo unspecified),-1
COc1ccc(C)cc1S(=O)(=O)N(C)CC(=O)NC1CCCCC1,0.49

# 5 entries drawn at random from the list so far, as already listed:
SMILES,Cav32 inh
COc1ccc2nc(NC(=O)C3CCCN(S(=O)(=O)c4c(C)noc4C)C3)sc2c1 (stereo unspecified),-1
COc1ccc(-c2nc(-c3cccc(C)c3)nc(Cl)c2C#N)cc1,0.24
COc1ccc(OC)c(Nc2ncnc3c2cnn3-c2ccccc2)c1,-1.3
COc1ccc(C)cc1S(=O)(=O)N(C)CC(=O)NC1CCCCC1,0.49
CN(C)CCNC(=O)c1cc2ccccc2oc1=O,0.096

# The list continues:
SMILES,Cav32 inh
Cn1c(Oc2ccc3c(c2)OCO3)nc2c1c(=O)n(Cc1ccccc1)c(=O)n2C,0.6
COc1ccc(S(=O)(=O)Nc2cc(C)ccc2OC)cc1C,-7.7*
O=C(c1cccc(C(=O)N2CCN(c3ccccc3F)CC2)c1)N1CCN(c2ccccc2F)CC1,-2.4
COc1ccc(CCNC(=O)CC2Nc3ccccc3NC2=O)cc1OC (stereo unspecified),-0.36
COc1ccc(C(=O)N[C@H](C(=O)Nc2ccc(OC)nc2)C(C)C)cc1,1.1
Cc1oc(CC(C)C)c(CN)c1C(=O)O,1
Cc1ccc(S(=O)(=O)NC(=NC(C)C(=O)O)c2ccccc2)cc1 (stereo unspecified),-0.81
CC1(C)Cc2[nH]c(=S)c(C#N)cc2CO1,-0.023
Cc1ccc2c(c1C)NC(C)CC2C (stereo unspecified),-0.18
Cc1oc2cc(O)ccc2c(=O)c1-c1cnn(-c2ccccc2)c1,0.35
CCn1c(SCC(=O)c2ccc(O)c(O)c2)nnc1-c1ccc(C)cc1,0.69
O=C1CC(c2nc3ccccc3[nH]2)CN1Cc1ccccc1 (stereo unspecified),1

# Three of the entries above in order of their number in Cav32 inh, largest number first:
SMILES,Cav32 inh
COc1ccc(CCNC(=O)CC2Nc3ccccc3NC2=O)cc1OC (stereo unspecified),-0.36
Cc1ccc(S(=O)(=O)NC(=NC(C)C(=O)O)c2ccccc2)cc1 (stereo unspecified),-0.81
COc1ccc(S(=O)(=O)Nc2cc(C)ccc2OC)cc1C,-7.7*

# Continuation.
SMILES,Cav32 inh
CCOC(=O)C1CCN(C(=O)CN(c2ccc3c(c2)OCCO3)S(C)(=O)=O)CC1,1
Clc1ccccc1C(c1nnnn1Cc1ccco1)N1CCN(Cc2ccco2)CC1 (stereo unspecified),0.32
O=C(O/N=C1\CCCc2ccccc21)c1ccc(F)cc1,0.1
NC(=O)CC(NC(=O)Cc1ccc(Br)cc1)c1ccc(N2CCC(Cc3ccccc3)CC2)c([N+](=O)[O-])c1 (stereo unspecified),-0.87
CCCn1c(Sc2nnnn2-c2ccccc2)n[nH]c1=O,0.049
O=c1c(-c2ccc(F)cc2)coc2cc(O)ccc12,2.4
COc1ccc(NC(=O)Nc2ccc(N3CCCC3=O)cc2)cc1OC,1.2
CC(c1ccccc1)C1CC(=O)N(c2ccc(C(=O)O)cc2)C1=O (stereo unspecified),0.7
COc1cccc(C(=O)CSc2nnc(-c3cc(OC)cc(OC)c3)o2)c1,0.22
Cc1cc(C)n(C(=O)CSc2nnc(SCC(=O)n3nc(C)cc3C)s2)n1,0.19
O=C1NC(c2ccc(Br)cc2)Nc2sc3c(c21)CCC3 (stereo unspecified),-0.05
Nc1c(N2CCCC2)cc(Cl)c2nonc12,-0.81
CCC(C)(C(=O)NC1CCCC1)N(Cc1ccco1)C(=O)c1ccc2c(c1)OCO2 (stereo unspecified),-3.6*
COc1ccccc1CNC(=O)C(C)NS(=O)(=O)c1ccc(Br)cc1 (stereo unspecified),0.049
O=C(Cn1cc2c(n1)CCCC2)N1CCCc2ccccc21,1.4
N#Cc1c(NC(=O)CN2CCOCC2)oc(-c2ccccc2)c1-c1ccccc1,-3.1
COc1ccc(-c2cc(C(=O)N3CCc4ccccc4C3)no2)cc1OC,-0.86
CCc1ccc(C2N(c3ccc(OC)cc3)C(=O)C3CCCN32)cc1 (stereo unspecified),0.063
CC(Sc1nnc(-c2cccnc2)n1-c1ccccc1)C(=O)NCc1ccc2c(c1)OCO2 (stereo unspecified),0.74
COc1ccc(C(C)C)cc1S(=O)(=O)N1CCN(C)CC1,0.076
CCOc1cccc(C(=O)N2CCCCC2c2cccnc2)c1 (stereo unspecified),-0.034
O=C(/C=C/c1cccs1)N1CCC2(CC1)Oc1ccc(Cl)cc1C(=O)C21CC(c2cccnc2)=NO1 (stereo unspecified),0.17
Cc1cc(C)c(NC(=O)c2ccoc2C)c(C)c1,-0.1
CC(=O)c1c(C)oc2ccc(NS(=O)(=O)c3ccc(O)c(C(=O)O)c3)cc12,-0.0075

# Overlap with the part before: 4 compounds, then new ones.
SMILES,Cav32 inh
CCOc1cccc(C(=O)N2CCCCC2c2cccnc2)c1 (stereo unspecified),-0.034
O=C(/C=C/c1cccs1)N1CCC2(CC1)Oc1ccc(Cl)cc1C(=O)C21CC(c2cccnc2)=NO1 (stereo unspecified),0.17
Cc1cc(C)c(NC(=O)c2ccoc2C)c(C)c1,-0.1
CC(=O)c1c(C)oc2ccc(NS(=O)(=O)c3ccc(O)c(C(=O)O)c3)cc12,-0.0075
COC(=O)c1ccc(NC(=O)C2CC2)o1,-0.67
CCN(C(=O)c1cccnc1)c1ccccc1,0.56
CN(C)CCCN=Cc1c(O)n(Cc2ccccc2)c(=O)c2ccccc12,0.86
CSc1cccc(NC(=O)CSc2ccc(Cl)cc2)c1,-0.4
COCCCN1C(=O)C(O)=C(C(=O)c2ccc(C)o2)C1c1cccc(Br)c1 (stereo unspecified),-2.6
CCNc1nc(NC(C)(C)C)nc(N2CCCC2)n1,-4.2
CO/N=C/c1ccc(Sc2ccc(C)cc2)c([N+](=O)[O-])c1,-1.2
CCC1CCC/C1=N\NC(=O)c1cc(C)[nH]n1 (stereo unspecified),-0.055
O=C(OC(C(=O)NCc1cccs1)c1ccccn1)c1cccs1 (stereo unspecified),0.031
N#Cc1ccccc1/C=N/Nc1nc(-c2ccccc2)c2cc(Cl)ccc2n1,-1.1
COc1ccc(CN2CCCC(C(=O)N(C)Cc3ccccc3)C2)cc1OC (stereo unspecified),0.13
C[C@H]1CCC[C@]2(O[C@H](CCO)C[C@H](O)[C@H]2O)O1,0.66
CN(C)CC1CCCCC1C1(O)c2ccccc2CSc2sccc21 (stereo unspecified),-0.94
O=S(=O)(c1ccc2c(c1)OCCO2)N1CCN(c2nc3ccccc3s2)CC1,0.036
Cc1cccc(C)c1NC(=O)CN(C)CC(=O)Nc1ccccc1Br,-0.54
COc1ccc(N2C(=O)CC(NC3CCCCNC3=O)C2=O)cc1 (stereo unspecified),0.29
CCn1c(=N)n(CC(O)c2ccccc2)c2ccccc21 (stereo unspecified),-0.007
O=C1CCCC/C1=C\Nc1ccccc1C(=O)O,0.0071
O=C(Nc1c(C(=O)Nc2cccc3ccccc23)cnn1-c1ccccc1)c1ccco1,0.3
COc1cccc(Nc2nnc(SCC(=O)N3CCOCC3)s2)c1,0.063
CC1CCCCN1C/C=C/c1ccccc1[N+](=O)[O-] (stereo unspecified),-0.027
CCOC(=O)C1=C(C)NC2=C(C(=O)C(C(=O)OCC)C(c3ccc(OC)cc3)C2)C1c1ccccn1 (stereo unspecified),0.82
CC12CCC(c3c(C(=O)O)nn(-c4ccccc4)c31)C2(C)C (stereo unspecified),0.44
CCn1c(SCC(=O)Nc2cc(NC(C)=O)ccc2OC)nnc1-c1ccncc1,-0.031
O=C(O)c1ccc2[nH]c3c(c2c1)CSCC3,-0.52
N#Cc1cc2c(nc1SCC(=O)Nc1sc3c(c1C#N)CCC3)CCCC2,-0.45
Cc1cccc(NC(=O)CCSc2nc(C)cc(C)n2)c1,1.2
c1ccc(-c2ccc(OCCOCCn3cncn3)cc2)cc1,0.53
O=C(NCc1nnc(SCC(=O)N2CCCC2)o1)c1c(F)cccc1Cl,0.2
COc1ccc(N2C(=O)CCC(C(=O)NCc3ccccn3)C2c2ccc(F)cc2)cc1 (stereo unspecified),0.93
CCNC(=S)NNC(=O)CCn1c2ccccc2c2ccccc21,-1.8
COC(=O)c1ccc(NC(=O)c2cccc(Cl)c2)o1,-0.029
CCNC(=S)NCc1ccc2[nH]c(C)cc2c1,0.55
Cc1nonc1NC(=O)CSc1nnc(-c2ccoc2C)n1CC(C)C,0.84
COc1cccc(-c2nn(C)c3sc(C(=O)NCc4ccc(C)o4)cc23)c1,-0.22
O=C1CN=C(Nc2cccc(C(F)(F)F)c2)N1C1CCCC1,-3.1
C=CCOc1cccc(C2/C(=C(/O)c3ccc(Cl)cc3)C(=O)C(=O)N2CCN2CCOCC2)c1 (stereo unspecified),0.79
COc1ccc2cc3c(N)c(C(=O)NCc4ccco4)sc3nc2c1,0.22
O=C(Nc1ccc(F)cc1Cl)c1ccc2c(=O)n3c(nc2c1)CCCCC3,0.7
Cn1c(=O)n(-c2cccc(Cl)c2)c(=O)n1C,-0.16
Cc1cccc(NC(=O)CSc2nc(N)cc(N)n2)c1,0.85
Cc1cccc2[nH]c(-c3ccc(NC(=O)c4ccco4)cc3)nc12,-0.09
O=C(NC1CCCCC1)c1ccc(S(=O)(=O)NCc2ccco2)cc1,-0.46
O=C(CSc1nc2c([nH]c3ccccc32)c(=O)n1-c1cccc(Cl)c1)N1CCOCC1,-0.94
CN(C)S(=O)(=O)c1ccc(C(=O)N2CCCC2c2nc3ccccc3s2)cc1 (stereo unspecified),1.3
C/C(CC(=O)Nc1ccccn1)=N\NC(=O)C(=O)Nc1ccccc1C,-0.07
CCCC(=O)NC(C)C(c1cccs1)N1CCN(C)CC1 (stereo unspecified),0.0093
O=C(NC1CCCCC1)N(CCO)Cc1cc2cc3c(cc2[nH]c1=O)OCCO3,-0.25
CC(C)(C)NCc1cc2ccccc2[nH]c1=O,0.29
Cc1nc2cc(C(=O)NCCN3CCOCC3)ccc2n1-c1ccc(F)cc1F,0.63
CCN1CCN(Cc2ccc(NC(=O)Nc3ccc(OC)cc3)cc2)CC1,0.11
Cc1ccc(SCCNC(=O)CN2C(=O)c3ccccc3S2(=O)=O)cc1,-0.12
COc1cc(NC(=O)CS(=O)(=O)c2ccc(C)cc2)cc(OC)c1OC,0.76
CC(C)(C#CCN1CCCC1)OCCC#N,0.065
CCOC(=O)c1sc2nc(C)c3c(c2c1N)CC(C)(C)OC3,0.53
CC(C)COc1ccc(CSCCNC(=S)Nc2ccccc2)cc1,-4.1*
O=C(NCc1ccccc1)c1ccc(CN(c2ccccn2)S(=O)(=O)c2ccccc2)cc1,2
COC(=O)[C@@]1(Cc2ccc(OC)cc2)[C@H]2c3cc(C(=O)N4CCCC4)n(CCc4c[nH]c5ccc(O)cc45)c3C[C@H]2CN1C(=O)c1ccccc1,0.58
COc1ccc(CNC(=O)c2cc(-c3cccs3)on2)cc1,-1.2
CCN(CC)S(=O)(=O)c1ccc(NC(=O)Nc2cccc(C(F)(F)F)c2)cc1,-0.14

# (cont.)
SMILES,Cav32 inh
COCC(=O)NC1CCN(C(=O)NCc2ccccc2)CC1,0.25
CCCc1ncc(C(O)c2ccc(OC)cc2)n1C (stereo unspecified),0.74
CCOC(=O)c1cc(-c2ccc(C#N)cc2)nc2c1c(C)nn2CCC#N,-0.99
CCC(=O)N1CCc2cc(S(=O)(=O)NCCC(=O)Nc3ccccc3C)ccc21,0.055
COc1cc(C(=O)NS(=O)(=O)c2ccccc2C)ccc1Cc1cn(C)c2ccc(NC(=O)OC3CCCC3)cc12,-5.9*
O=C(NCCc1ccccc1)C1CCN(S(=O)(=O)c2cccnc2)CC1,0.52
Cc1c(C(=O)N2CCCC2)oc2c1-c1[nH]ncc1CC2,0.37
CCC(=O)c1c[nH]c(C(=O)NCc2ccco2)c1,-0.45
Cc1cc(NC(=O)Cn2nc(C(F)(F)F)c3c2CCCC3)no1,0.1
O=C(CSc1ccc(-c2ccc(F)cc2)nn1)N1CCCCC1,0.031
O=C(CCNS(=O)(=O)c1cccs1)NCc1ccco1,-0.034
Cc1cc2ccccc2c(=O)n1CC(=O)NCC(=O)N1CCN(c2ccccc2F)CC1,-3.8*
O=C1c2ccccc2S(=O)(=O)c2cc(C(=O)N3CCN(c4ccc(Cl)cn4)CC3)ccc21,-0.93
COC(=O)[C@@]1(Cc2ccc(OC)cc2)[C@H]2c3cc(C(=O)N4CCCC4)n(Cc4ccc(OC)c(OC)c4)c3C[C@H]2CN1C(=O)c1ccccc1,-1.2
O=C(CSc1nnc(CNc2ccc(F)cc2)o1)OC1CCCCC1,-0.55
COC(=O)c1ccccc1NC(=O)CSc1nnc(-c2ccc(C)cc2)o1,0.31
CCOC(=O)Cc1cn2c(=O)cc(CSCC(=O)Nc3ccc(C)c(C)c3)nc2s1,0.67
CCn1cc(C(=O)OCC(=O)OC2CC(C)CCC2C(C)C)c(=O)c2ccc(C)nc21 (stereo unspecified),-6.4*
CC(=O)c1ccc(N2CCN(C(=O)c3cc(C)on3)CC2)cc1,0.0017
Cc1ccc(NS(=O)(=O)c2cccc(C(=O)O)c2)c(C)c1,0.42
Cc1noc(NC(=O)c2ccccc2Cl)c1C#N,0.11
O=C(NCc1ccncc1)c1ccc(Cn2cc(C(F)(F)F)ccc2=O)cc1,0.75
O=C(CCN1CCN(c2ccc(Cl)cc2)CC1)Nc1ccccc1F,0.27
